ER stress death: ER stress cell death inhibition | CSM14.1 thapsigargin ER stress survival, ATP luminescence | AID 1010 | 0.33% of 48,000 active | relative survival (cellular ATP), % at 15 µg/mL (by protocol);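 active = survival measured by cellular ATP above 50% at 15 µg/ml in the first screen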;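 also: cell death triggered by about 15 µM thapsigargin; ATP read 24 h after thapsigargin was added; plate controls were thapsigargin with DMSO for no effect and DMSO without thapsigargin for full effect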
* = called active by the depositor. A portion of the library (hit frequency here may not be typical).

SMILES | ER stress death
O=C(COc1ccc(Cl)cc1)Nc1cccc(-c2nc3cc(Cl)ccc3o2)c1 | 4
CCOc1cc(OCC)cc(C(=O)Nc2ccc(OC(F)(F)F)cc2)c1 | 2
Cc1cc(C23CC4CC(C2)CC(c2cc(C)c(S(N)(=O)=O)c(C)c2)(C4)C3)cc(C)c1S(N)(=O)=O | 4
COc1cc(C(C)(C)C)cc(Br)c1O | -9
Cn1c(=O)n(CC(=O)O)c2ccccc21 | -9
Cc1cc(C)c2[nH]c3nc(C)cc(C)c3c(=O)c2c1 | -5
CCOC(=O)C1=C(O)CSC1=Nc1ccc(F)cc1 | -1
O=C(NC(=S)Nc1ccc(-c2nc3ccccc3s2)cc1)c1ccc(Cl)cc1 | -2
CC12CN3CC(C)(CN(C1)C3c1cn(Cc3ccccc3)c3ccccc13)C2=O (stereo not drawn) | 9
O=C(c1c(Cl)cccc1Cl)N1CCOCC1 | -1
COc1ccc(CN2CCN(Cc3cccn3C)CC2)c(OC)c1 | 2
Nc1nc2nc(-c3ccco3)cc(C(F)(F)F)n2n1 | 2
Cc1cc(NC(=O)c2ccccc2[N+](=O)[O-])no1 | 0
O=C(Nc1ccc(Br)cc1)c1nc2nc(-c3ccccc3)cc(C(F)(F)F)n2n1 | 6
COc1ccccc1NC(=O)c1ccc2ccccc2n1 | -8
Cc1ccc(NC(=O)CN(c2cccc(C(F)(F)F)c2)S(C)(=O)=O)c(C)c1 | -3
Cc1ccc(/C=N/N=C(c2ccccc2)c2ccccc2)s1 | 6
CC(C)Oc1cccc(C(=O)N2CCC(Cc3ccccc3)CC2)c1 | 8
CCOc1cc(/C=C2\C(=O)NC(=O)N(c3ccc(C)cc3)C2=O)c(Br)cc1OC | 3
O=S(=O)(N/N=C/c1cccc(F)c1)c1ccccc1 | 4
O=c1[nH]c(=O)n(-c2ccc(Cl)cc2)c(O)c1/C=C1/C=CC=N1 | 65*
COC(=O)C1=NN(C(=O)c2cccc(Br)c2)C(O)(c2ccc(Cl)cc2)C1 (stereo not drawn) | -4
O=C(Oc1ccccc1C(=S)N1CCOCC1)c1cccc([N+](=O)[O-])c1 | 1
COc1ccc(NC(=O)c2cccc(Cl)c2)cc1Cl | 1
COC(=O)c1cc(C(=O)Nc2ccc(C(C)C)cc2)cc([N+](=O)[O-])c1 | 5
CCC(=O)c1ccc(N2CCN(C(=O)c3cccc(F)c3)CC2)c(F)c1 | 11
O=C(Nc1ccc(Nc2ccccc2)cc1)c1cccc2ccccc12 | 7
COc1ccc(N2C(=O)CC(N(CCc3ccc(OC)c(OC)c3)C(C)=O)C2=O)cc1 (stereo not drawn) | -2
CCOc1cc(C(=O)Nc2ccc3c(c2)OCO3)cc(OCC)c1OCC | 3
CC(NC(=O)c1cc2cc([N+](=O)[O-])ccc2oc1=O)c1ccccc1 (stereo not drawn) | 9
CCC(C)NC(=O)Nc1ccc(Cl)cc1 (stereo not drawn) | 1
Clc1ccc(CN2CCN(/N=C/c3cccnc3)CC2)cc1 | 3
CCOC(=O)C1=C(O)/C(=C/c2ccc(O)c(OC)c2)SC1=Nc1cccc(Cl)c1 | -2
CSc1ccc(-c2ncnn2-c2cccc(Cl)c2)cc1 | 1
O=C(Nc1cccc(Cl)c1)N(c1ccc(Cl)cc1)C1CCS(=O)(=O)C1 (stereo not drawn) | -2
CC(=O)N(C1=C(Cl)C(=O)c2ccccc2C1=O)c1ccc(Br)cc1 | 5
CN1CCN(NC(=O)NC23CC4CC(CC(C4)C2)C3)CC1 | 11
O=C(COc1cc2oc(=O)c3c(c2cc1Cl)CCC3)c1ccc(Cl)cc1 | 9
COC(=O)c1ccc(/C=N/c2c(-c3ccco3)nc3ccccn23)cc1 | 8
O=C(CN(c1cccc([N+](=O)[O-])c1)S(=O)(=O)c1ccccc1)NCC1CCCO1 (stereo not drawn) | 4
NS(=O)(=O)c1ccc(NC(=O)CCC2CCCCC2)cc1 | 3
N/C(Cc1cccs1)=N\OC(=O)COc1ccccc1 | -5
O=C(O)CCCCCN1C(=O)C(=O)/C(=C(/O)c2ccc(Cl)cc2)C1c1ccccc1 (stereo not drawn) | -1
O=C(O)C(Oc1ccc2c(-c3ccccc3)cc(=O)oc2c1)c1ccccc1 (stereo not drawn) | 6
Cc1cc(C)cc(N2C(=O)/C(=C/c3ccc(O)c(Cl)c3)C(=O)NC2=S)c1 | 1
O=C1c2ccccc2C(=O)c2c(C#Cc3ccccc3)cccc21 | -5
Cc1ccc2nsnc2c1NC(=O)c1ccc(-c2ccc(Cl)cc2Cl)o1 | 9
CCOC(=O)c1c[nH]c2c(Cl)ccc(Cl)c2c1=O | 0
O=C(Nc1ccc2nn(-c3ccc(F)cc3)nc2c1)c1cc(Cl)ccc1Cl | -7
O=C1CCCC2=C1C(c1ccc(Cl)cc1Cl)Nc1ccccc1N2 (stereo not drawn) | -3
COc1cccc(NC(=O)/C=C/c2cccc([N+](=O)[O-])c2)c1 | 8
CCC(=O)NC(C)c1ccc(Br)cc1 (stereo not drawn) | 0
Clc1ccc(Oc2nc3ccccc3n3cnnc23)cc1 | 7
O=C(NCc1ccncc1)c1ccc(Cl)cc1 | 3
O=C1C2ON(c3ccc(Cl)cc3)C(c3ccc(F)cc3)C2C(=O)N1c1ccc([N+](=O)[O-])cc1 (stereo not drawn) | 14
COc1ccc(NC(=O)Cc2ccc(OC)c(OC)c2)c([N+](=O)[O-])c1 | 10
CCc1nnc(NC(=O)Nc2ccc(Cl)cc2)s1 | 3
Nc1csc(C(c2ccccc2)c2ccccc2)n1 | 0
COC(=O)c1c(NC(=O)C2CC2c2ccccc2)sc(C)c1C (stereo not drawn) | -27
COc1cccc(OC)c1C(=O)Nc1cc(Cl)c(Cl)cc1Cl | 11

(listing goes on)
SMILES | ER stress death
Cc1ccc(S(=O)(=O)Nc2ccc(C(=O)CC(=O)Nc3ccccc3)cc2)cc1 | -2
COc1cccc(C(=O)N2CCOCC2)c1 | 7
CCOC(=O)C1=C(C)N=c2s/c(=C\c3ccccc3O)c(=O)n2C1c1ccc2c(c1)OCO2 (stereo not drawn) | 6
O=C(C(=O)N1CCOCC1)c1c[nH]c2ccccc12 | 2
COC(=O)c1cc(Cl)c(NC(=O)c2ccc(F)cc2)cc1OC | 4
CC(C)OC(=O)C1C(=O)CC(C)(O)C(C(=O)OC(C)C)C1c1ccc([N+](=O)[O-])cc1 (stereo not drawn) | 2
COC(=O)c1cc(NC(=O)C(C)(C)C)cc(C(=O)OC)c1 | -1
CCn1nnnc1-c1ccc(OC)c(S(=O)(=O)NCCc2ccc(OC)c(OC)c2)c1 | 1
CN1/C(=C/C(=O)Nc2ccccc2)c2ccccc2CC12CCCCC2 | -7
COc1cc(/C=C2/C(C)=C(C#N)c3nc(N)c(C#N)c(C)c32)ccc1O | 0
Cc1ccc(-n2[nH]c(C)c(C=Nc3ccccc3C(=O)O)c2=O)cc1C | -8
COc1ccccc1NC(=O)N1CCc2ccccc21 | -6
CC1=C(C(=O)OCCc2ccccc2)C(c2ccccc2)NC(=O)N1 (stereo not drawn) | 8
CC1(C)CC(=O)C2=C(C1)NC1=C(C(=O)CC(C)(C)C1)C2c1ccccc1Cl | 9
O=c1/c(=C/c2cccc([N+](=O)[O-])c2)sc2nc3cc(Br)cnc3n12 | 2
O=C(N=Nc1c(O)n(CN2CCCC2)c2ccccc12)c1ccncc1 | 2
O=C(NCCCO)C(=O)NCC1CCCO1 (stereo not drawn) | 0
COc1ccccc1NC(=O)CCN1C(=O)S/C(=C/c2ccc(OC)c(OC)c2)C1=O | 3
NC(=O)NC(c1ccccc1)c1ccccc1Br (stereo not drawn) | 8
COCCN=C1NS(=O)(=O)c2ccccc21 | 1
Clc1ccccc1Cc1noc(-c2ccc(Br)cc2)n1 | 0
Cc1ccc(NCCC(=O)c2cccs2)cc1Cl | 1
CCn1c2ccccc2c2nnc(SCC(=O)Nc3ccc([N+](=O)[O-])cc3)nc21 | -7
CCCOc1ccc(C2NC(=O)NC(C)=C2C(=O)OCC2CCCO2)cc1 (stereo not drawn) | 4
Fc1ccccc1C=NN1CCN(Cc2ccccc2)CC1 | 0
CC(C)(C)NC(=O)c1cc(N)cc(N)c1 | 28
Cc1ccc(-c2cc(C(F)(F)F)n3ncc(C(=O)Nc4cccnc4)c3n2)cc1 | 10
O=C(Nc1ccc2c(c1)OCO2)c1nn2c(C(F)(F)F)cc(-c3ccco3)nc2c1Cl | 10
O=C1c2cccc3cccc(c23)C(=O)N1/N=C/c1ccco1 | 14
CS(=O)(=O)N(CC(=O)O)c1ccc(F)cc1 | 0
O=C(Nc1ccc(N2CCOCC2)cc1)c1cccc2c(Br)cccc12 | 1
COc1ccc(CN2CCN(Cc3ccncc3)CC2)cc1Br | 0
Cc1cc(Br)ccc1NC(=O)c1ccc(C)c([N+](=O)[O-])c1 | 2
N#C/C(=C\c1cn(CC(=O)Nc2ccccc2)c2ccccc12)C(=O)NCc1ccccc1 | 4
O=C1CC(N2CCN(C3CC(=O)N(c4ccc(F)cc4)C3=O)CC2)C(=O)N1c1ccc(F)cc1 (stereo not drawn) | 9
Oc1ccc(Br)cc1C=Nc1cccc2ccccc12 | 0
COc1c(Cl)cc(Cl)cc1/C=C(\C#N)c1nn(CCO)c(N)c1C#N | -2
O=C(O)/C=C/C(=O)Nc1ccc(Oc2ccc(Oc3ccc(NC(=O)/C=C/C(=O)O)cc3)cc2)cc1 | 6
CCOC(=O)c1cc2n(c1N(C(C)=O)C(C)=O)-c1ccccc1C2=O | 7
COc1ccc(CNC(=O)CSc2cccc3cccnc23)cc1 | 9
COc1ccc(-c2cc(-c3ccc(C)cc3)nc(N/N=C/c3cccnc3)n2)cc1OC | -10
O=C1NN(c2ccccc2)C(=O)/C1=C/c1cccc(Br)c1 | 1
Cc1cc(Cl)ccc1NC(=O)C(=O)N/N=C/c1ccccc1F | 10
CC1=CC(=O)C=C/C1=N\OS(=O)(=O)c1ccc(C)cc1 | -22
COc1ccc2c(c1)-c1c(ssc1=S)C(C)(C)N2CC(=O)c1ccccc1 | 9
COC(=O)C1=C(C)NC(=O)N(C(C)=O)C1c1cccc([N+](=O)[O-])c1 (stereo not drawn) | 0
Cc1ccc(-c2nc3ccccc3[nH]2)cc1NC(=O)Cc1ccccc1 | 1
CCCOc1cccc(C(=O)Nc2nc(-c3ccc(C)cc3)cs2)c1 | -2
COc1ccc(OC)c(S(=O)(=O)NCc2ccc3c(c2)OCO3)c1 | 7
O=C(CSc1nccn1Cc1ccccc1)c1ccc([N+](=O)[O-])cc1 | 20
Cc1nn(-c2nc3ccccc3s2)c(C)c1Oc1ccccc1O | 12
COc1ccc(-n2c(SCC(=O)c3ccc(Br)cc3)nc3ccccc3c2=O)cc1 | 5
COCCOC(=O)c1ccc(NC(=O)c2ccc(OC)cc2)cc1 | -1
COc1ccccc1NS(=O)(=O)c1ccc(Br)cc1 | 3
CC1C2C=CC(C1C(=O)N(C=O)c1cccc([N+](=O)[O-])c1)C2C1=CCCC1 (stereo not drawn) | -5
CC1(C)Cc2c(sc3ncn4nc(-c5ccncc5)nc4c23)C(C)(C)N1 | 6
Cc1ccc2nc(-c3cc(NC(=S)NC(=O)c4ccco4)ccc3Cl)oc2c1 | -1
Cc1ccc2nc(-c3ccc(NC(=O)c4ccc5c(c4)OCCO5)cc3)sc2c1 | -2
COc1ccc(CN2CCN(C(=O)CC(C)C)CC2)c(OC)c1OC | -9
O=C(CCc1ccccc1)Nc1ccc(Cl)cc1C(F)(F)F | 5

The list continues.
SMILES | ER stress death
CCCOc1cccc(C(=O)Nc2ccc(F)c([N+](=O)[O-])c2)c1 | 0
COCCOC(=O)c1ccc(NC(=O)c2ccc(-c3ccccc3)cc2)cc1 | 10
COC(=O)c1sccc1NC(=O)/C=C/c1ccc(OC)cc1 | -4
Cc1ccc(NNC(=O)C(O)(c2ccccc2)c2ccccc2)c(Br)c1 | 1
Cc1cc(C)c2nc(NC(=O)c3ccccc3[N+](=O)[O-])sc2c1 | 1
O=C(Cc1nnc(NC(=O)c2ccco2)s1)NCc1ccccc1 | 1
COc1ccc(NC(=O)CSc2ncccn2)cc1 | 3
COc1ccccc1N1C(=O)NC(=O)/C(=C/c2ccc(Br)s2)C1=O | 17
O=C(COc1ccc(Cl)cc1Cl)N1CCCc2ccccc21 | 1
COC(=O)C1=CNC=C(C(=O)OC)C1c1cc(OC)c(OC)c(OC)c1 | 4
O=Cc1ccc(-c2ccccc2OC(F)(F)F)o1 | 1
CCOc1ccc2nc(SCC(=O)Nc3cc(OC)ccc3OC)sc2c1 | 8
COc1ccc(/C=N/NC(=O)c2cccc([N+](=O)[O-])c2)cc1Br | 15
COc1cccc2sc(NC(=O)/C=C/c3ccccc3)nc12 | -1
O=C1c2ccccc2NC(c2ccc(-c3ccccc3[N+](=O)[O-])o2)N1c1ccccc1 (stereo not drawn) | 5
O=C(O)C1C2CCC(C2)C1C(=O)Nc1nc(-c2ccc(Cl)cc2)cs1 (stereo not drawn) | 2

Screens (PubChem BioAssay)
